Source: PubChem
MCL1 BIM primary: disrupts human MCL1 binding to BIM-BH3 peptide | Q07820 | GST-MCL1 / FITC-Bim-BH3 fluorescence polarization | inhibition, % at 10.9 µM | 320,000 tested, 0.68% active | AID 2057;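 active means inhibition above the mean inhibition of all tested compounds plus 3 SD, set per campaign, cut at about 40% in these data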;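 further: 0% = DMSO wells and 100% = unlabeled Bim-BH3 peptide control; higher means more loss of mP so more displacement of Bim peptide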
Target sequence (Q07820 whole entry, looked up): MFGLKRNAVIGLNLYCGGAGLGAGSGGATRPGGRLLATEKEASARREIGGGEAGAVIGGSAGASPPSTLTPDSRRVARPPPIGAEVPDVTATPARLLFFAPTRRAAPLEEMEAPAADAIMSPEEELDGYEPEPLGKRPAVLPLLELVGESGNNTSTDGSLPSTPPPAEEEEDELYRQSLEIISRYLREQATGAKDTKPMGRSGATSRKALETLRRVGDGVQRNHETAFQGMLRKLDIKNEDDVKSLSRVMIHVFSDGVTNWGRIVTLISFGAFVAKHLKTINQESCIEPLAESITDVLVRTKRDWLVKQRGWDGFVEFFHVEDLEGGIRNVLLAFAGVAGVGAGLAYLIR
pPAFAH inh: inhibitors of human plasma PAF acetylhydrolase (pPAFAH); Q13093; recombinant pPAFAH, FP-rhodamine probe fluorescence polarization; inhibition, % at 3.39 µM; 330,000 tested, 1.5% active; AID 463082;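 active means inhibition above the mean inhibition across the screen plus 3 SD, cut at about 25% in these data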;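 further: inhibitors block binding of the rhodamine activity-based probe so polarization drops; 0% = enzyme with DMSO and 100% = wells lacking pPAFAH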
Target sequence (Q13093 whole entry, looked up): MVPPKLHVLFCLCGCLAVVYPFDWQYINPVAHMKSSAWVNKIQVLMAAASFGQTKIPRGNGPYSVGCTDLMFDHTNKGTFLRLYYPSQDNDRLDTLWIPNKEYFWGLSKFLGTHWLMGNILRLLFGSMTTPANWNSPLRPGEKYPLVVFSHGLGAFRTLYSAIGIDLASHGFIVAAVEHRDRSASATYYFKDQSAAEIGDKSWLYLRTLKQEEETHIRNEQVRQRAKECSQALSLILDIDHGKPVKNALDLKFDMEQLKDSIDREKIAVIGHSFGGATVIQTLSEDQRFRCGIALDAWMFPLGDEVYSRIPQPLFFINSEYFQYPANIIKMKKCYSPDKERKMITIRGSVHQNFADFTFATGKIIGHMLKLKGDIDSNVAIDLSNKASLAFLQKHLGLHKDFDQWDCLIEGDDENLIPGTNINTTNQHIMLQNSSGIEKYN
GLD-1 RNA inh: GLD-1-TGE RNA interaction inhibition (C. elegans). purified GLD-1 + fluorescein TGE RNA, fluorescence polarization. inhibition, % at 5.96 µM. 320,000 tested, 0.44% active. AID 2280;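 active means percent inhibition above a per-plate cutoff, the plate mean of test compounds plus 3 SD, cut at about 30% in these data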;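 further: 0% = DMSO wells with GLD-1 and probe and 100% = wells lacking GLD-1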
Fam108B inh: Fam108B inhibition, counter-screen for RBBP9 inhibitors; 300,000 tested, 0.33% active; inhibition, % at 9.51 µM; recombinant Fam108B, FP-Rh probe fluorescence polarization; AID 1947;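 active means inhibition above the screen mean inhibition plus 3 SD, computed separately per campaign, cut at about 18% in these data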;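 further: inhibitors lower polarization as less probe binds the enzyme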
MEX-5 binding: C. elegans MEX-5 TCR-2 RNA binding activity. Q9XUB2. MEX-5/FITC-TCR2 RNA binding, fluorescence polarization; active compounds read low. activity score (negative = inhibition of binding), % at 10 µM. 300,000 tested, 0.38% active. AID 1832;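 active means inhibition past about -25% in most replicates, and total fluorescence under double the plate's negative control median, limit read from the data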;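 further: 0% = DMSO and -100% = 5 µM competing unlabeled TCR2 RNA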
AHR act: activators of human aryl hydrocarbon receptor. P35869. AHR-responsive luciferase reporter cells, luminescence. activation, % at 5 µM. 320,000 tested, 2.5% active. AID 2796; in the data active means activation above about 47%;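 further: 0% = vehicle wells and 100% = reference agonist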
BCLXL inh: inhibitors of human Bcl-xL. 320,000 tested, 0.7% active. inhibition, % at 10.9 µM. Q07817. GST-Bcl-xL / FITC-Bim BH3 peptide fluorescence polarization;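 active means inhibition above the mean of all tested compounds plus 3 SD, cutoff set per campaign, cut at about 30% in these data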;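 further: 0% = DMSO wells and 100% = unlabeled Bim-BH3 peptide competitor; inhibitors lower millipolarization by displacing the labeled peptide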
PME-1 inh: PME-1 (human) inhibition; Q9Y570; recombinant PME-1, FP-Rh probe fluorescence polarization; inhibition, % at 5.9 µM; 320,000 tested, 0.53% active;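 active means inhibition above the campaign mean of all compounds plus 3 SD, cut at about 26% in these data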;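 further: competitive labeling of PME-1 active site by serine hydrolase directed probe; 0% = PME-1 with DMSO and 100% = wells lacking PME-1 enzyme; inhibitors block probe labeling so polarization falls and inhibition rises; many of its hits are not listed in these tables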
PAFAH1B2 inh: blocks human PAF acetylhydrolase 1b catalytic subunit 2; 340,000 tested, 1.2% active; inhibition, % at 3.39 µM; P68402; recombinant PAFAH1B2, FP-rhodamine activity probe, fluorescence polarization;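 active means inhibition above the mean of all tested compounds plus 3 SD, cut at about 24% in these data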;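 further: 0% = enzyme with DMSO and 100% = wells lacking PAFAH1B2; many of its hits are not listed in these tables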
Target sequence (P68402 whole entry, looked up): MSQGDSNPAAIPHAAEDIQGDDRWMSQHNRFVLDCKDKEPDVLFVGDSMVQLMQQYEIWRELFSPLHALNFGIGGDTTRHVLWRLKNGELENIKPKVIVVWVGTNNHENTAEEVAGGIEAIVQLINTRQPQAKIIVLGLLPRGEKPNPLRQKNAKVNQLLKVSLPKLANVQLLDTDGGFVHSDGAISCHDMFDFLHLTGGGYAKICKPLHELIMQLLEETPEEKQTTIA
* marks the source's active call; other numbers are inactive results; / = not tested or not shown. Some of the compounds tested, so the mix of outcomes need not match the whole.

SMILES | MCL1 BIM primary | pPAFAH inh | GLD-1 RNA inh | Fam108B inh | MEX-5 binding | AHR act | BCLXL inh | PME-1 inh | PAFAH1B2 inh
O=c1[nH]c(C(F)(F)F)nc2ccc3ccccc3c12 | -1 | 1 | 0 | 1 | -0.1 | 3 | 5 | -5 | 2
CC(=O)Nc1ccc(S(=O)(=O)Nc2nc3ccccc3nc2Nc2ccc(S(N)(=O)=O)cc2)cc1 | 12 | 16 | 5 | 8 | -1.2 | 4 | 16 | 5 | 4
COc1ccc2nc(Cl)c(C3CC(c4ccco4)=NN3C(=O)CCCC(=O)O)cc2c1 (stereo not given) | 1 | 4 | 2 | 0 | -0.6 | 1 | 3 | 0 | 3
Cc1ccc(NC=C(S(=O)(=O)c2ccccc2)S(=O)(=O)c2ccccc2)c(C)c1 | -1 | 0 | 0 | -1 | 0.2 | 1 | 4 | 0 | 3
COc1ccc(NS(=O)(=O)c2c(C)[nH]c(=O)[nH]c2=O)c(OC)c1 | 0 | 3 | 4 | -3 | 1.3 | -3 | -2 | -3 | 6
CCOC(=O)CSc1nnc(-c2ccoc2C)n1-c1ccc(C)cc1 | 1 | -1 | -4 | 7 | -0.6 | 2 | 8 | -3 | 14
O=C1CN(O)C=C2N=c3ccccc3=C2N1c1ccc([N+](=O)[O-])cc1 | 2 | -1 | -1 | 3 | -1.1 | 0 | 6 | 2 | 3
COC(=O)C(NC(=O)c1ccc(Cl)cc1)(Nc1nc(C)cs1)C(F)(F)F (stereo not given) | 9 | -1 | 5 | 4 | 1.3 | -3 | 5 | 1 | 0
COc1ccc2oc(C(=O)NC(C)(C)C)c(C)c2c1 | 2 | -1 | -4 | 6 | -1.3 | 24 | 3 | 4 | 5
Cn1nnnc1SCC(=O)NC(=O)Cc1ccccc1 | 2 | 3 | 3 | 4 | 1.2 | 0 | 8 | 0 | 0
COc1cccc(-c2ccc(NC(=O)C3CCCN(Cc4cnc(C)s4)C3)cc2)c1 (stereo not given) | -7 | 13 | 5 | 1 | -1.2 | 2 | 2 | -6 | -5
CCN1CCN(c2ncnc3c2sc(=S)n3-c2ccccc2)CC1 | -3 | 8 | 2 | -1 | -0.7 | 47 | 7 | 1 | -1
COc1ccc(C(=O)NCC(=O)N2CCCCC2)cc1OC | 2 | 3 | 0 | -4 | 4.0 | -1 | 4 | 4 | 2
O=C(NCCN1C(=O)CCC1=O)c1ccncc1 | -3 | 5 | 4 | 2 | -0.6 | 2 | 5 | -6 | 6
O=C(CCc1ccccc1)Oc1ccccc1[N+](=O)[O-] | 73* | -2 | 3 | 0 | -0.1 | 5 | 7 | 2 | /
Cc1ccc(NC(=O)c2cccnc2)cc1S(=O)(=O)N1CCOCC1 | -11 | 0 | 9 | 1 | -0.6 | 8 | -1 | 4 | 4
CC(=O)C1=C(O)C(=O)OC1c1ccc(Cl)cc1 (stereo not given) | -2 | 2 | 2 | 4 | 0.2 | -1 | 1 | 4 | 7
CN1CCN(NC(=O)c2cc(-c3ccccn3)nc3ccccc23)CC1 | -1 | 7 | -1 | 0 | / | 5 | -3 | 9 | 1
O=C(CCC(=O)N(CC(=O)NC1CCCCC1)c1ccc(F)cc1)Nc1ccccn1 | 3 | 2 | 3 | 5 | 0.1 | 27 | 4 | -3 | 0
COc1ccc(C(=O)CNc2cccc(F)c2)cc1 | -7 | 0 | -2 | -2 | 3.1 | 4 | -3 | 2 | 7

Compound profiles, as listed above. Screens in order: MCL1 BIM primary	pPAFAH inh	GLD-1 RNA inh	Fam108B inh	MEX-5 binding	AHR act	BCLXL inh	PME-1 inh	PAFAH1B2 inh
COc1ccc2oc(C(=O)NC(C)(C)C)c(C)c2c1 is listed as 2	-1	-4	6	-1.3	24	3	4	5
Cn1nnnc1SCC(=O)NC(=O)Cc1ccccc1 is listed as 2	3	3	4	1.2	0	8	0	0
CC(=O)Nc1ccc(S(=O)(=O)Nc2nc3ccccc3nc2Nc2ccc(S(N)(=O)=O)cc2)cc1 is listed as 12	16	5	8	-1.2	4	16	5	4
CCOC(=O)CSc1nnc(-c2ccoc2C)n1-c1ccc(C)cc1 is listed as 1	-1	-4	7	-0.6	2	8	-3	14
O=C(CCC(=O)N(CC(=O)NC1CCCCC1)c1ccc(F)cc1)Nc1ccccn1 is listed as 3	2	3	5	0.1	27	4	-3	0

Remaining list, next part
SMILES | MCL1 BIM primary | pPAFAH inh | GLD-1 RNA inh | Fam108B inh | MEX-5 binding | AHR act | BCLXL inh | PME-1 inh | PAFAH1B2 inh
CCOc1ccc(-n2cc(C(=O)N3CCN(C)CC3)c3cc(OC)c(OC)cc3c2=O)cc1 | -1 | 4 | -1 | -2 | -1.5 | 0 | 3 | 1 | 4
Cc1cccc(-c2noc(CSc3ccccc3)n2)c1 | 2 | 2 | 5 | -2 | -4.5 | 7 | 4 | -3 | 13
CC(=O)Nc1ccc(Nc2cc(C)nc3c(-c4ccc(Cl)cc4)c(C)nn23)cc1 | -13 | 9 | 5 | 0 | / | 4 | -14 | 7 | -9
COCCc1nc2ccc(C(=O)N3CCCCC3COC)cc2o1 (stereo not given) | 0 | 2 | -2 | 3 | 0.4 | 1 | 2 | 6 | 1
CSc1cc(-c2ccc(Cl)cc2)n(Cc2ccccc2)c(=O)c1C#N | -3 | -2 | -5 | -5 | -0.9 | 7 | 1 | -2 | 3
Cc1cc(=O)[nH]c(SCC(=O)N2CCCC(C)C2)n1 (stereo not given) | -6 | -4 | 1 | -2 | 1.1 | -2 | 0 | 1 | 8
CCOc1ccc(S(=O)(=O)Nc2cccc(C(=O)N3CCN(c4cccc(OC)c4)CC3)c2)cc1 | 12 | 10 | 0 | -1 | 8.5 | 4 | 8 | -1 | 2
O=C(O)COc1ccc(-c2nc(-c3ccccc3)c(-c3ccccc3)[nH]2)cc1 | 8 | 13 | -3 | 3 | 0.0 | -2 | 11 | -1 | 8
COc1ccccc1C(=O)C1CCCN(C(=O)c2ccc(C(C)=O)s2)C1 (stereo not given) | 1 | 2 | 6 | 2 | -1.1 | 0 | 7 | 4 | 1
COC(=O)Cc1cc(=O)oc2cc(OC)ccc12 | -4 | 4 | 1 | -1 | 0.8 | -1 | 1 | 2 | 2
O=C(c1cc(Br)ccc1Cl)N1CCN(c2ncccn2)CC1 | -9 | 2 | 2 | 1 | -2.9 | -1 | -3 | 10 | 7
CCCCn1nc(C(=O)NCC(c2cccs2)N2CCOCC2)c2ccccc2c1=O (stereo not given) | 5 | 0 | 9 | / | / | 3 | -1 | -1 | 2
COc1ccc(S(=O)(=O)N2CCC(O)(c3cccnc3)CC2)cc1OC | 0 | 4 | 6 | 1 | 0.5 | -3 | 5 | -6 | 6
CC(=O)NCC(=O)N1CCCC(C(=O)c2ccc(Oc3ccccc3)cc2)C1 (stereo not given) | 0 | 8 | 4 | 1 | 0.1 | -1 | -1 | -1 | 6
O=C(NCc1ccccc1)C(c1ccc(F)cc1)N(C(=O)c1csnn1)C1CCCC1 (stereo not given) | 2 | 6 | -1 | 2 | -0.3 | 0 | 7 | 0 | -1
CC(C)C(=O)Nc1cc2c3c(c1)CCC(=O)N3CCC2 | 1 | 4 | 3 | 1 | 0.4 | 9 | 5 | -8 | -1
CC(C)NCC(O)c1cc(O)cc(O)c1 (stereo not given) | 9 | 3 | 11 | -5 | -5.2 | 1 | 4 | -3 | 1
CN(C)CCCNC(=O)CC(c1ccc(F)cc1)c1ccco1 (stereo not given) | 8 | 4 | 3 | 2 | 2.5 | 3 | -1 | -2 | 2
COc1ccc(Cl)cc1NC(=O)NCCN1CCNC1=O | -6 | 0 | 0 | -2 | 1.3 | -1 | -3 | 3 | 4
CCO[C@H]1OC(C(=O)N2CCN(C)CC2)=C[C@@H](c2ccc(Br)cc2)[C@@H]1CCCO | -9 | 6 | 6 | -2 | -1.9 | -5 | 5 | -1 | 5
COc1ccc(C(=O)N2CCC(C(=O)Nc3cccc(C)c3)CC2)cc1OC | 7 | 2 | 3 | 0 | -0.9 | 0 | 2 | -3 | 8
Cc1cccc(C(=O)Nc2ccccc2C(=O)NCc2cccnc2)c1 | -3 | 1 | 5 | -2 | -2.0 | -3 | 1 | 0 | 2
COc1cc(C(CCN2CCCC2)c2c(OC)cc(OC)c3c(-c4ccccc4)cc(=O)oc23)cc(OC)c1OC (stereo not given) | -7 | 2 | 2 | -1 | -48* | 2 | -3 | -6 | 5
CCCCCCn1c(=O)c(F)cn(Cc2ccc(OC)c([N+](=O)[O-])c2)c1=O | 4 | 0 | 4 | 4 | 0.6 | 6 | 4 | 3 | -2
COC(=O)c1ccccc1NC(=O)c1cc2ccccc2o1 | 13 | -4 | 14 | -3 | -3.3 | 9 | 6 | -17 | 1
CSc1ncccc1C(=O)OCC(=O)NCCCc1ccccc1 | / | 4 | 1 | / | / | 0 | / | / | 3
COCCCNC(=O)CCN1N=C(c2ccccc2)CCC1=O | 5 | 1 | 8 | -5 | 3.1 | -1 | -1 | -2 | 0
O=C(COC(=O)CNC(=O)c1ccccc1Cl)Nc1cc(C(F)(F)F)ccc1Cl | -3 | 5 | 2 | / | / | 5 | -2 | 7 | 1
Nc1cc(=O)[nH]c2nnc(SCC(=O)Nc3cccc4ccccc34)n12 | 10 | 5 | 3 | 4 | -0.9 | -1 | 7 | 4 | 7
COc1cccc(NC(=O)c2ccccc2Oc2ccccc2)c1 | -6 | 6 | 6 | 3 | 1.4 | 6 | 4 | -5 | 3
Cc1cc(C)nc(SCCC(=O)Nc2ccccc2Cl)n1 | 5 | 5 | -2 | 0 | -1.4 | 0 | 0 | 6 | -2
CC(=O)c1c(C)[nH]c(C(=O)OCC(=O)N(C)c2c(N)n(Cc3ccccc3)c(=O)[nH]c2=O)c1C | -4 | 5 | 6 | -1 | 0.4 | -1 | 0 | 2 | 3
CCOC(=O)c1ccc(NC2c3ccccc3C(=O)N2c2cccnc2)cc1 (stereo not given) | 2 | 3 | 2 | -6 | -2.6 | 8 | 3 | -2 | 9
Cc1c(NC(=S)Nc2cccc(Cl)c2)c(=O)n(-c2ccccc2)n1C | 7 | -14 | -5 | -4 | 1.7 | 1 | 5 | -4 | 1
Clc1ccc(Cc2ccc(SCc3ccccc3)nn2)c(Cl)c1 | -4 | 0 | 2 | -2 | 0.8 | -3 | 3 | 0 | 1
Cn1c(=O)oc2cc(S(=O)(=O)NCc3cccnc3)ccc21 | -8 | 1 | 10 | 0 | -11 | 0 | 4 | 4 | 2
COC(=O)C1CCN(C(=O)C2CCCCC2)CC1 | 1 | -1 | 0 | -2 | 0.2 | -2 | 6 | -7 | 3
CCOC(=O)C1=NNC(C(=O)c2ccccc2)C1c1ccc(Cl)cc1 (stereo not given) | 6 | 9 | 1 | 1 | 0.8 | -2 | 8 | 6 | 3
CCOc1ccc(C(=O)NCC(=O)N2CCCCCCC2)cc1 | -5 | 2 | 1 | / | / | 3 | -3 | 4 | -2
CC(C)(C)NC(=O)NC(=O)CN1CCN(S(=O)(=O)/C=C/c2ccccc2)CC1 | 0 | 7 | -2 | 4 | -0.2 | -3 | 4 | 1 | -2
COc1ccc(CNC(=O)CS(=O)(=O)Cc2nc(-c3ccc(OC)cc3)oc2C)cc1 | 7 | 3 | -1 | 2 | -0.2 | 1 | 1 | -2 | 2
